Assay outcomes deposited in PubChem BioAssay by National Center for Advancing Translational Sciences (NCATS).
SNCA expr inhib: SNCA gene expression inhibition; HEK-293 SNCA-luciferase knock-in, luminescence, 24 h; actives 0.17% (n = 140,000); Potency, µM (titrated, usually from 57.2 µM), without a hit: at the highest dose activity change, negative = inhibition, actives largely listed as inhibitors;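 further: potency means the concentration at half of the fitted maximal effect; plate controls were DMSO cells for no effect and cell-free wells for full effect; nearly all actives have a fitted effect of over 45% in size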
HEK293 viab: reduces viability of HEK-293 SNCA reporter cells | HEK-293-SNCA-luc viability, GF-AFC fluorescence, 24 h | Potency, µM (top dose mostly 57.1 µM), for inactives: top-dose activity change, negative = cytotoxicity, actives largely listed as cytotoxic | actives 0.12% (n = 150,000);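 further: potency means the concentration at half of the fitted maximal effect; 0% = DMSO-treated cells and -100% = medium-only wells without cells; nearly all actives have a fitted effect of over 30% in size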
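Cytotoxicity counterscreen: after 24 h compound treatment of genome-edited SNCA-luciferase HEK-293 cells, live-cell protease substrate GF-AFC read by fluorescence after 30 min; activity scaled between DMSO (0%) and medium-only (-100%), curves Hill-fitted.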
GPT2 inhibitor: blocks human glutamate pyruvate transaminase 2; Recombinant GPT2, coupled pyruvate oxidase/HRP Amplex Red fluorescence; Potency, µM (series often up to 57.7 µM), for the others: top-dose activity change, negative = inhibition, actives largely listed as inhibitors; actives 0.25% (n = 100,000); Q8TD30; AID 1671188; further: potency means the concentration at half of the fitted maximal effect; nearly all actives have a fitted effect of over 60% in size; many of its hits are not listed in these tables
Target sequence (Q8TD30 whole entry, looked up): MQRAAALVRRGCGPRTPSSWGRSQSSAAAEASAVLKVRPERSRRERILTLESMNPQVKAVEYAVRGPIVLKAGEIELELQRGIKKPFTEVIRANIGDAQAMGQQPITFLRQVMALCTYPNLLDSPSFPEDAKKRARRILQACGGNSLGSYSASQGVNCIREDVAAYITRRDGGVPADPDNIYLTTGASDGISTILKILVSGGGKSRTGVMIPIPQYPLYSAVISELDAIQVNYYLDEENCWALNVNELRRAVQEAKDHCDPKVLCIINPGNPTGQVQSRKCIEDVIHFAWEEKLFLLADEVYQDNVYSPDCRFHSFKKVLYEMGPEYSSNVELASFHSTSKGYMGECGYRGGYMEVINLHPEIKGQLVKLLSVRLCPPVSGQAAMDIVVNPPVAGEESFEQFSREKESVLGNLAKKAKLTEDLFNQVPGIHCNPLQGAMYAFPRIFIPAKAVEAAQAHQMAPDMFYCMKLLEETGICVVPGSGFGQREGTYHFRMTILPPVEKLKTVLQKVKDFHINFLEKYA
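Fluorescence read-out: pyruvate from GPT2 turnover coupled to pyruvate oxidase, HRP and Amplex Red (0.2mM ThPP, 0.2U/mL PO and HRP, 50uM Amplex final). Substrates 250uM a-KG, 2mM L-alanine; enzyme 10ng/uL; 30 min RT.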
3T3 cytotox: NIH 3T3 cell cytotoxicity; NIH 3T3 viability, CellTiter-Glo ATP luminescence, 48-72 h; Potency, µM (doses to about 96.7 µM), for the others: top-dose activity change, negative = cytotoxicity, most hits filed as inhibitors; actives 4.3% (n = 94,000); AID 1345082; further: potency means the concentration at half of the fitted maximal effect; nearly all actives have a fitted effect of over 55% in size
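First NIH 3T3 cells are plated at 400 cells/well; next compound is pinned in; then plates incubate 48 or 72 hr at 37 °C; finally CellTiter-Glo is added and luminescence read after 10 min.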
Luciferase inh: inhibitors of firefly (Photinus pyralis) luciferase. P08659. purified P. pyralis luciferase, luminescence, biochemical. Potency, µM (doses to about 115 µM), for the others: at the highest dose activity change, negative = inhibition, actives largely listed as inhibitors. actives 2.5% (n = 76,000). AID 1347043; further: potency means the concentration at half of the fitted maximal effect; nearly all actives have a fitted effect of over 65% in size
Target sequence (P08659 whole entry, looked up): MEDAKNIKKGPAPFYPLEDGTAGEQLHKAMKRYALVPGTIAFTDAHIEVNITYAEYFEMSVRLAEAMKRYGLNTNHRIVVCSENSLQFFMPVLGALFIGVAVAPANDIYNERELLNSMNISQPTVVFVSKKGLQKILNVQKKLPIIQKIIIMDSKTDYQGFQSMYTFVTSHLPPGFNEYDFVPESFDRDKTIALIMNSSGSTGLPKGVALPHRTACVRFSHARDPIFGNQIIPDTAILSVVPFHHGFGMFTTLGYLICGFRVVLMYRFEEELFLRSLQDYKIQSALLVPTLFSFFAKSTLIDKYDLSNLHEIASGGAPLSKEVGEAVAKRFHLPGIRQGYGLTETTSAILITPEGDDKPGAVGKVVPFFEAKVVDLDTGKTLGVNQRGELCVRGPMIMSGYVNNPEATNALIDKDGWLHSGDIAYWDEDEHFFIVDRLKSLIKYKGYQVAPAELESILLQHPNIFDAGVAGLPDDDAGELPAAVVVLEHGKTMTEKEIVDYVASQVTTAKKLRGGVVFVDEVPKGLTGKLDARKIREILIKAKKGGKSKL
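Luminescence read by CCD imager after adding enzyme (10nM final) to wells holding compound, titrated in qHTS. Substrates 10uM each D-luciferin and ATP; buffer 50mM Tris acetate pH 7.5, 10mM Mg acetate, Tween-20, BSA.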
IP6K1 inhibitor: inhibitors of human IP6K1; IP6K1 kinase, ADP-Glo luminescence, 2 h; active compounds read low; activity change, % (series mostly up to about 58 µM); actives 0.81% (n = 140,000); Q92551; in the data active means activity change below about -25%
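ADP-Glo luminescence measures ADP made by human IP6K1 during a 2 h RT reaction with ATP/IP6 (mix at 1.3 mM/130 uM); top library doses 57.5 and 19.1 uM final.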
HEK cytotox: HEK 293 cell cytotoxicity; HEK 293 viability, ATP luminescence (CellTiter-Glo), 48-72 h; Potency, µM (series often up to 115 µM), without a hit: top-dose activity change, negative = cytotoxicity, actives largely listed as inhibitors; actives 6.6% (n = 94,000); further: potency means the concentration at half of the fitted maximal effect; nearly all actives have a fitted effect of over 60% in size
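Luminescence from cellular ATP, measured with CellTiter-Glo, indicates HEK 293 viability. Cells plated at 250 cells/well are treated with compound for 48 or 72 hr at 37 degree Celsius before reagent addition.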
* hit, by the source's call; i = inactive; ? = inconclusive; / = no result given; [ ] = another dose, or the depositor's remark. Unless noted, the call rests on the fitted dose curve; in most records, active means well fitted curve in the direction sought with a large enough effect; inconclusive means small, poorly fitted or top-dose-only effect, or another doubt; inactive means no such curve, though single readings can be large; an effect the other way counts as inactive or inconclusive. Unless noted, on the % scale 0 is the no-effect control and ±100 the full control effect.

Molecule,SNCA expr inhib,HEK293 viab,GPT2 inhibitor,3T3 cytotox,Luciferase inh,IP6K1 inhibitor,HEK cytotox
CN1CCN(c2ncc(-c3cc(Cl)cc(Cl)c3Cl)c(N)n2)CC1,-8%,0%,-27%,/,/,/,/
CN(C)S(=O)(=O)NCC1CCCN(C(=O)Cc2ccc3c(c2)OCO3)C1 (centres undefined),-10%,-1%,0%,2%,11%,9,i
O=C(c1ccc[nH]c1=O)N1C[C@@H](COCC2CC2)[C@H](c2ccccn2)C1,20%,1%,i,5%,4%,3,i
COC[C@H]1C[C@@H](NCc2c(C)noc2C)[C@H](O)[C@@H]1O,8%[87.6 µM],5%[87.6 µM],-2%[88.5 µM],5%[174 µM],3%[230 µM],-19,2%[230 µM]
C=C[C@H]1C(O[C@@H]2O[C@H](CO)[C@@H](O)[C@H](O)[C@H]2O)OC=C2C(=O)N3CCc4c([nH]c5ccccc45)C3CC21 (some centres undefined),/,8%[23.9 µM],i,/,/,3,/
O=C([C@H]1CCCN1C(=O)Cc1cccc(Cl)c1)N1CCC(N2CCOC2=O)CC1,3%,2%,-15%,-7%,/,-2,-18%
O=C(Nc1cccc(C(=O)OCc2cc(=O)n3ccsc3n2)c1)c1ccc(F)cc1,31%[activator],3%,/,/,/,-13,/
CCN1CCC(CCNC(=O)CCC[C@@H]2[C@H]3CCCN4CCC[C@@H](CN2C(C)=O)[C@@H]34)CC1,-15%,0%,-5%,i,10%,-5,0%
O=C(Nc1cccnc1)[C@@H]1C[C@H](c2ccc(F)cc2)N(Cc2ccccc2Cl)C1,?,-29%[87.6 µM],-5%[88.5 µM],45µM*,-4%[172 µM],9,40µM*
CCN1CCN(CCCNC(=O)c2cn3ccnc(-c4ccc(C)cc4)c3n2)CC1,-8%,-6%,i,-20%,-2%,28,-25%
Cc1cccn2c(CNC(=O)CCc3cc4n(n3)CCCNC4)cnc12,24%,-8%,-5%,-3%,-4%,-7,0%
CCOC(=O)c1c(S(=O)(=O)N2CCCC(C(=O)Nc3cccc(CC)c3)C2)c(C)n(CC)c1C (centres undefined),11%,?,/,/,/,15,/
COc1ccc(C(=O)N2CCc3nnc([C@@H]4C[C@@H](O)CN4C)n3CC2)cc1F,22%,3%,i,0%,-2%,-12,-1%
CCC(CC)C(=O)NC[C@@H]1C=C(C)[C@H](Cc2nc3c(C)cccc3[nH]2)C[C@H]1C(C)C,?,14µM*,i,?,9%[172 µM],16,45µM*
Cc1ccc(NC(=O)N2CCC(Cc3nncn3Cc3ccccc3)C2)cc1C (centres undefined),-11%,-4%,i,?,-1%,0,-14%
COc1c[nH]c(CN2CCCC(CCc3ccccc3C(F)(F)F)C2)cc1=O (centres undefined),?,-15%,-14%,?,15%,15,?
COc1cccc(CNC(=O)c2cc3n(n2)CCCN(Cc2ccc(C)cc2)C3=O)c1OC,-11%,-1%,/,/,/,1,/
CCOc1ccc(-c2cc3c(=O)n(CC(=O)NCc4ccccc4)ccn3n2)cc1,72%[activator],-9%,/,/,/,-6,/
O=C(C1COc2ccccc2O1)N1CCc2nc3cc(-c4ccccc4)[nH]n3c(=O)c2C1 (centres undefined),?,-3%,-9%,?,-7%,14,?
COc1ccc(CC(=O)NCCc2csc(-c3ccc(C(F)(F)F)cc3)n2)cc1,-10%,12%,/,/,/,-5,/

Molecule,SNCA expr inhib,HEK293 viab,GPT2 inhibitor,3T3 cytotox,Luciferase inh,IP6K1 inhibitor,HEK cytotox
O=C(NC1CC1)c1ccc2nnc(-c3ccc(Cl)cc3)n2c1,1%,-1%,-10%,-6%,/,-3,4%
Cc1cc(C)cc(-c2ccc(CN3CCCC(N[S+](=O)([O-])c4ccccc4)C3)cc2)c1 (centres undefined),-10%,4%,-12%,?,/,-1,45µM*
Cc1ccc(NC(=O)Cn2nc3n(c2=O)CCCCC3)cc1C,1%,2%,0%,-1%,7%,-7,11%
CCOc1ccc(-c2cccc(NS(=O)(=O)c3ccc(C)s3)c2)nn1,-1%,2%,/,/,/,-4,/
COCCc1noc([C@@H]2CN(CC3CCCCC3)C[C@H]2CO)n1,11%,7%,-25%,-22%,-4%,-3,-1%
COc1ccccc1Nc1ccnc(N2CCC(C(=O)NCCSC)CC2)n1,-10%,-14%,i,40µM*,/,17,?
Cn1c(=O)c2sccc2n2c(CCCC(=O)Nc3ccc(Cl)cc3)nnc12,17%,5%,/,/,/,2,/
CC(C)c1ccc(NC(=O)c2cc(S(=O)(=O)N3CCCCC3)cn2C)cc1,41%[activator],14%,/,/,/,11,/
Cc1nnnn1CC(=O)NCc1cccnc1N(C)CCc1ccccn1,-10%,5%,-8%,-12%,0%,12,2%
Cc1nnnn1CCC(=O)N1CCCC(c2nnc(Cn3ccnc3)n2C)C1 (centres undefined),19%,-3%,-2%[11.5 µM],5%,0%,17,3%
CN(C)C(=O)CNC(=O)c1cccc(S(=O)(=O)NCCn2ccnc2)c1,9%,5%,?,-14%,1%,-2,i
CCS(=O)(=O)N(C1CC1)C1CCOC2(CCN(C(=O)c3ccc(F)cc3)CC2)C1 (centres undefined),4%,1%,i,-23%,-6%,8,?
CCCC(O)CN1CCC(=O)N(C2CCCC2)Cc2cc(F)ccc21 (centres undefined),/,/,/,?,/,6,?
COc1ccc(NC(=O)Nc2cccc(-c3ccc(N4CCOCC4)nn3)c2)cc1F,20µM*,-26%,i,-21%,0.4µM*,-14,?
CC1=CC(=O)C2C(C)(C)CCC[C@]2(C)[C@H]1CO (some centres undefined),/,-2%,-11%,/,/,-5,/
CCN1C(=O)C(Cc2nc3ccccc3c(=O)n2-c2cccc(C)c2)c2ccccc21 (centres undefined),22%,-26%,/,/,/,2,/
O=C1NCCCCCN(C(=O)NCCc2ccccc2)[C@H]2CCCC[C@@H]12,2%,5%,-8%,-1%,-3%,-8,-12%
COc1ccc(C(=O)N2CC3CC(C2)[C@H]2CCCC(=O)N2C3)c(OC)c1 (some centres undefined),7%,5%,1%,3%,1%,1,-11%
CC1=C[C@@H](CC#N)[C@H](C(C)C)C[C@H]1CC(=O)N1CCC(C)CC1,-43%[87.6 µM],?,5%[88.5 µM],?,-18%[172 µM],14,71µM*
O=C1CC(c2ccccc2)N(Cc2ccncc2)CCCN(C(=O)CN2CCCCCC2)CCN1 (centres undefined),-21%,5%,-4%,-16%,2%,22,3%

Nothing new here: 9 of the compounds above.
Molecule,SNCA expr inhib,HEK293 viab,GPT2 inhibitor,3T3 cytotox,Luciferase inh,IP6K1 inhibitor,HEK cytotox
COc1ccccc1Nc1ccnc(N2CCC(C(=O)NCCSC)CC2)n1,-10%,-14%,i,40µM*,/,17,?
Cn1c(=O)c2sccc2n2c(CCCC(=O)Nc3ccc(Cl)cc3)nnc12,17%,5%,/,/,/,2,/
CC(C)c1ccc(NC(=O)c2cc(S(=O)(=O)N3CCCCC3)cn2C)cc1,41%[activator],14%,/,/,/,11,/
Cc1nnnn1CC(=O)NCc1cccnc1N(C)CCc1ccccn1,-10%,5%,-8%,-12%,0%,12,2%
Cc1nnnn1CCC(=O)N1CCCC(c2nnc(Cn3ccnc3)n2C)C1 (centres undefined),19%,-3%,-2%[11.5 µM],5%,0%,17,3%
CN(C)C(=O)CNC(=O)c1cccc(S(=O)(=O)NCCn2ccnc2)c1,9%,5%,?,-14%,1%,-2,i
CCS(=O)(=O)N(C1CC1)C1CCOC2(CCN(C(=O)c3ccc(F)cc3)CC2)C1 (centres undefined),4%,1%,i,-23%,-6%,8,?
CCCC(O)CN1CCC(=O)N(C2CCCC2)Cc2cc(F)ccc21 (centres undefined),/,/,/,?,/,6,?
COc1ccc(NC(=O)Nc2cccc(-c3ccc(N4CCOCC4)nn3)c2)cc1F,20µM*,-26%,i,-21%,0.4µM*,-14,?

Additional records follow.
Molecule,SNCA expr inhib,HEK293 viab,GPT2 inhibitor,3T3 cytotox,Luciferase inh,IP6K1 inhibitor,HEK cytotox
Cc1cnn(C)c1S(=O)(=O)NC1CC(c2cc(N3CCCC3)ncn2)C1 (centres undefined),-12%,-18%,1%,?,-2%,18,5%
CCOc1cccc(CC(=O)N2CCc3c([nH]c4ccccc34)C2c2ccc(F)cc2)c1OCC (centres undefined),-18%,4%,/,/,/,2,/
COc1ccc(C2Cn3nnc(-c4nc(-c5ccc(F)cc5)no4)c3CO2)cc1 (centres undefined),45%[activator],-5%,i,-26%,-18%,-20,2%
O=C1CC(c2ccccc2)N(C(=O)CNS(=O)(=O)c2cccc(F)c2)CCCCCN1 (centres undefined),26%,2%,-4%,0%,0%,-5,i
CCc1ccc(-n2c(=O)c3c(C)c(C(=O)N(C)C)sc3n(Cc3ccccc3C#N)c2=O)cc1,13%,-8%,/,/,/,20,/
CN(C)CCCNC(=O)C1CCCN(S(=O)(=O)c2ccccc2)CCC(=O)NCC1 (centres undefined),-1%,2%,-4%,-7%,4%,10,-2%
CNC(=O)c1c(NC(=O)c2cc(=O)c3ccccc3o2)sc2c1CCC2,57%[activator],5%,/,/,/,-11,/
COc1ccc(C)cc1NS(=O)(=O)c1ccc2c3c(cccc13)C(=O)N2,3%,-14%,/,/,/,1,/
COc1ccc(CN2CC(OCc3cccnc3)CN(C(=O)c3ccccn3)CC2=O)cc1 (centres undefined),-12%,-2%,2%,i,8%,0,15%
Cc1ccc(C(c2sc3nc(-c4ccco4)nn3c2O)N2CCOCC2)cc1 (centres undefined),-6%,?,/,/,/,-18,/
Cc1cccc(N2C(=O)CSC23CCN(C(=O)COc2ccccc2)CC3)c1,-8%,-2%,-13%,-11%,-6%,2,i
COCCn1ccc2cc(C(=O)Nc3ccc4c(c3)C(=O)N3CCC[C@H]3C(=O)N4)ccc21,15%,2%,0%,?,?,-15,3%
CC(C)(C)n1nnnc1C1CC2(CCOCC2)C(=O)N1Cc1ccc(F)cc1F (centres undefined),-27%,-9%,-2%,-19%,-9%,10,-1%
COc1cccc(C2CC(=O)Nc3c2c(=O)nc2c(C)cccn32)c1 (centres undefined),16%,0%,/,/,/,-4,/
CCn1c(CN2CCN(Cc3csc(C)n3)CC2)nnc1C1CC(N)C1 (centres undefined),2%,?,4%,1%,-2%,18,-8%
CCc1cc(C(N)=S)ccn1,27%,7%,-7%,/,/,-2,/
